Screening results as filed in PubChem BioAssay.
LDHA block: inhibitors of human lactate dehydrogenase A | hit rate 0.15% among 480,000 | purified LDHA, NADH/diaphorase-resazurin fluorescence; stronger effect = lower value | activity change, % (values are at about 110 or 230 µM); in the data active = activity change below about -30%; inconclusive = mostly about -25% to -30%;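 also: plate controls were DMSO wells for no effect and wells without enzyme for full effect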
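Resorufin fluorescence (ex540/em590), read at 0 and 20 min after diaphorase/resazurin addition, reports the NADH left after a 5 min room-temperature reaction of 2 nM human LDH5 with 0.06 mM NADH and 0.2 mM pyruvate.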
* = called active by the depositor; & = joins results of further samples. These rows are one share of the data, so the mix of outcomes need not match the whole.

How did CCc1sc(C(=O)OC(C)C(=O)Nc2cc(C)no2)cc1C (configuration not stated) do in these assays?
LDHA block: -2

How did COc1ccc(OC)c2[nH]c(C(=O)NCC(=O)NCC(=O)O)cc12 do in these assays?
LDHA block: 30

How did Cc1ccc(NS(=O)(=O)c2ccc3c(c2)CCC(=O)N3)cc1F do in these assays?
LDHA block: -7

Results for N#C/C(=C(/O)c1ccccc1)c1nc2ccccc2[nH]1 ?
LDHA block: -9

What do the screens show for `COCCNC(=O)CSc1cc(C(=O)NC2CC2)c2ccccc2n1`?
LDHA block: -5

What do the screens show for `CC(=O)C1=C(OC(=O)c2ccc(C)cc2)c2ccccc2S(=O)(=O)N1C(C)C`?
LDHA block: 3

Results for CCn1nc(C(=O)N(C)C(c2ccccc2)c2ccccc2)c2ccccc2c1=O ?
LDHA block: 8

How did CCc1ccc(CNC2CC2)cc1 do in these assays?
LDHA block: -11

Results for CCCCNC(=O)C[C@@H]1C[C@@]2(C(=O)OCC)CCC=C2N(Cc2ccc(Cl)cc2Cl)C1=O ?
LDHA block: 4

How did CCN(CC)c1ccc2nnc(CCC(=O)N3CCOCC3)n2n1 do in these assays?
LDHA block: 6

Results for COCc1c(C(=O)NC2=NCCS2)oc2ccccc12 ?
LDHA block: -1

Results for CCOc1ccc(-c2nc(CNC(=O)Nc3ccc(C)c(Cl)c3)c(C)o2)cc1 ?
LDHA block: 8

How did O=C(NCCNc1ncccn1)NCc1ccccc1 do in these assays?
LDHA block: 9

Results for COc1ccc(C(=O)Nc2ccc3oc(C)nc3c2)c(O)c1 ?
LDHA block: 1

How did COCCNC(=O)CCc1ncc(-c2ccccc2Cl)o1 do in these assays?
LDHA block: 5

Results for CCCCC(Sc1nnc(C)n1-c1ccccc1C)C(=O)Nc1cc(C)on1 (configuration not stated) ?
LDHA block: -2

Results for Cc1c(C)c2ccc(OCC(=O)NCc3cccnc3)cc2oc1=O ?
LDHA block: 5

Results for Cc1sc(NC(=O)C2CCC2)c(C#N)c1C ?
LDHA block: -8

Results for Cc1ccc(-c2csc(Nc3c(C)cccc3C)n2)cc1 ?
LDHA block: inconclusive

What do the screens show for `NS(=O)(=O)c1ccc(N/N=C2/CC3CC=CC23)c([N+](=O)[O-])c1` (configuration not stated)?
LDHA block: -7

Results for O=C(O)c1cc(NC/C=C/c2ccccc2)ccc1N1CCOCC1 ?
LDHA block: -24&-1

How did CCn1nc(C(=O)Nc2cc(C(F)(F)F)ccc2N2CCOCC2)c2ccccc2c1=O do in these assays?
LDHA block: 2

Results for C=CCn1c(COc2ccc(C(C)(C)C)cc2)nnc1SCc1c(F)cccc1Cl ?
LDHA block: 10

Results for O=C(O)/C=C/c1cc(Cl)ccc1OCc1ccccc1 ?
LDHA block: 18

What do the screens show for `O=C(Nc1cccc(NC(=O)C2CC2)c1)C1CCCCC1`?
LDHA block: -5

What do the screens show for `COc1ccc(NC(=O)CSc2nncn3c2cc2oc(C)cc23)c(OC)c1`?
LDHA block: 0

What do the screens show for `COc1cccc(Oc2c(C)oc3cc(OC(=O)c4ccc5c(c4)OCO5)ccc3c2=O)c1`?
LDHA block: 14

What do the screens show for `CC1=C(C(=O)OCC(Cl)(Cl)Cl)C(c2ccc3c(c2)OCO3)NC(=O)N1` (configuration not stated)?
LDHA block: 8

What do the screens show for `COc1ccc(C(CN)c2c[nH]c3ccccc23)cc1` (configuration not stated)?
LDHA block: -2

What do the screens show for `O=C(O)C(c1c[nH]c2cc(F)ccc12)N1CCN(Cc2ccccc2)CC1` (configuration not stated)?
LDHA block: -7

Results for C=CCNC(=S)NNC(=O)C(C)(C)O ?
LDHA block: 3

How did c1cc(CNCc2ccc3c(c2)OCO3)c2cc[nH]c2c1 do in these assays?
LDHA block: -4

Results for CC(C)CCSCC(=O)NCc1cccc(CN2CCCC2)c1 ?
LDHA block: -2

How did Cn1c(=O)c2c(nc(NC3CCCCC3)n2Cc2ccc(Cl)c(Cl)c2)n(C)c1=O do in these assays?
LDHA block: 6

Results for Cc1cccc(C)c1NC(=O)CN(C)S(=O)(=O)c1c(C)noc1C ?
LDHA block: 0

How did C/C(=N/NC(=O)c1ccc(Cl)cc1)C1CC1 do in these assays?
LDHA block: 0

How did O=C(NCCC(=O)N1CCCC1)C1CCCCC1 do in these assays?
LDHA block: -1

What do the screens show for `COc1ccc2c(C)c(CC(=O)Nc3ccc(F)cc3F)c(=O)oc2c1OC`?
LDHA block: 0

Results for CCOc1ccc(C(=O)Nc2ccc3sc(NC(=O)C(C)C)nc3c2)cc1 ?
LDHA block: -4

Results for N#Cc1nc(-c2cccs2)oc1N1CCCCC1 ?
LDHA block: 0

What do the screens show for `CCCCCCCCCS(=O)(=O)N/N=C/c1ccc([N+](=O)[O-])cc1`?
LDHA block: 11

What do the screens show for `Cc1ccc(C)c(/C(O)=C2\C(=O)C(=O)N(c3nnc(C)s3)C2c2ccc(Br)cc2)c1` (configuration not stated)?
LDHA block: 10

Results for Nc1nccnc1C(=O)NCc1csc(Br)c1 ?
LDHA block: 2

How did C=CCNCc1ccccc1OCc1ccc(C)cc1 do in these assays?
LDHA block: 6

Results for COc1ccc(CN2C(=O)c3ccccc3C2c2nnnn2C(C)C)cc1OC (configuration not stated) ?
LDHA block: 9

What do the screens show for `CCCn1c(=O)n(CC(=O)Nc2ccccc2OCC)c(=O)c2c1nc(C)n2CCOC`?
LDHA block: -6

What do the screens show for `O=C(/C=C/c1ccccc1Cl)N[C@@H]1C[C@H]2CC[C@@H]1C2`?
LDHA block: 1

Results for Cc1ccc(C(=O)NC(NC(=O)c2ccc(Cl)cc2)C(Cl)Cl)cc1 (configuration not stated) ?
LDHA block: 0

How did Cn1cc(CC(=O)Nc2ccc(C(F)(F)F)cc2)c2ccccc21 do in these assays?
LDHA block: 5

How did O=C(CCn1c(=O)oc2cc(S(=O)(=O)N3CCCC3)ccc21)Nc1ccc(F)c(F)c1 do in these assays?
LDHA block: -8

What do the screens show for `Cc1ccc(NC(=O)c2cccc(C(F)(F)F)c2)c(Cl)c1`?
LDHA block: 0

Results for COc1cc(CC(=O)NC2CCS(=O)(=O)C2)cc(OC)c1OC (configuration not stated) ?
LDHA block: 1

How did O=C(COc1ncnc2c(Cl)cc(Cl)cc12)Nc1ccc(Cl)cc1 do in these assays?
LDHA block: -19

How did CCc1ccc(S(=O)(=O)Nc2cc3c(C(=O)OC)c(COC)oc3c3ccccc23)cc1 do in these assays?
LDHA block: 14

Results for CC(NS(=O)(=O)c1cccs1)c1ccccc1 (configuration not stated) ?
LDHA block: -1

How did COc1ccc2[nH]c(=O)c(CN(C)C(=O)c3ccccn3)cc2c1 do in these assays?
LDHA block: 7

What do the screens show for `CCOC(=O)[C@]12CCCC=C1N(CCC1=CCCCC1)C(=O)[C@H](CC(=O)NCc1cccc3ccccc13)C2`?
LDHA block: 1

How did CC(C)c1cc(C(=O)N2CCCc3ccccc32)c2ccccc2n1 do in these assays?
LDHA block: 0

Results for COc1ccc(CNC(=O)c2sc(NCCc3ccccc3)nc2C)cc1 ?
LDHA block: -23

What do the screens show for `CN(C)C(=O)c1ccc(NC(=O)CSc2ccc(F)cc2)cc1`?
LDHA block: 6

What do the screens show for `CCOc1ccc(S(=O)(=O)c2cn(Cc3ccccc3C)c3cc(OC)c(OC)cc3c2=O)cc1`?
LDHA block: 2

Results for Cc1sc(/N=C/c2c[nH]c3ccccc23)c(C#N)c1C ?
LDHA block: 8

Results for CN(CC(=O)NC(=O)NC1CCCCC1)Cc1ccc(C(F)(F)F)cc1 ?
LDHA block: 1

What do the screens show for `Cc1ccc(NC(=O)C(C)C)cc1C`?
LDHA block: -1

What do the screens show for `COc1ccc2c(CNc3ccc(N(C)C(C)=O)cc3)cc(=O)oc2c1`?
LDHA block: -18

Results for Cc1c(C(=O)N(Cc2nc3ccccc3c(=O)[nH]2)C(C)C)oc2ccc(Cl)cc12 ?
LDHA block: 0

Results for CC1=C(C(=O)Nc2cc(C)ccc2C)C(c2cccc3ccccc23)NC(=S)N1 (configuration not stated) ?
LDHA block: -9

What do the screens show for `Cc1ccc(Nc2nc(-c3ccccc3)cs2)cc1C`?
LDHA block: -1

Results for CC(C)NC(=O)NC(=O)C(C)N(C)Cc1ccccc1 (configuration not stated) ?
LDHA block: 7

How did CS(=O)(=O)c1ccc(C(=O)OCc2c(F)c(F)c(F)c(F)c2F)cc1 do in these assays?
LDHA block: -3

Results for CCCOC(=O)c1ccc(NC(=O)NC(c2cccc(F)c2)c2nccn2C)cc1 (configuration not stated) ?
LDHA block: -1

How did Cc1oc(-c2ccccc2)nc1CNC(=O)Nc1ccccc1Cl do in these assays?
LDHA block: 0

Results for CCC(C)OC(=O)COc1ccc2c(=O)c(Oc3ccccc3Cl)coc2c1 (configuration not stated) ?
LDHA block: -1

What do the screens show for `C=CCN(CC=C)C(=O)Nc1cccc(C(C)=O)c1`?
LDHA block: -4

What do the screens show for `Cn1cnc2c1c(=O)n(CC(=O)Nc1ccccc1C(=O)N1CCCCC1)c(=O)n2C`?
LDHA block: -1

What do the screens show for `Cc1noc(C(C)N2CCC(c3ccnn3CCO)CC2)n1` (configuration not stated)?
LDHA block: 4

What do the screens show for `Clc1ccc(CNc2n[nH]c(-c3ccco3)n2)c(Cl)c1`?
LDHA block: 1

How did O=C(Nc1ncn[nH]1)c1ccc(Cl)c(S(=O)(=O)N2CCCCC2)c1 do in these assays?
LDHA block: 6

What do the screens show for `O=C(N/N=C/c1cccs1)c1ccccc1Cl`?
LDHA block: 1

What do the screens show for `CSc1ccc(COC(=O)Cc2c[nH]c3ccccc23)cc1`?
LDHA block: 7

What do the screens show for `Cc1nc(-c2ccc([S+](=O)([O-])N3CCN([S+](=O)([O-])c4c(F)cccc4F)CC3)s2)cs1`?
LDHA block: -9

How did Cc1ccc(C)c(C(=O)NC2C3CC4CC(C3)CC2C4)c1 (configuration not stated) do in these assays?
LDHA block: -4

What do the screens show for `O=C(c1ccccc1)c1ccc(OCc2ccc(-c3ccccc3)cc2)cc1`?
LDHA block: -9

How did Cc1occc1-c1nnc(SC(C(=O)NCc2ccccc2)C(C)C)o1 (configuration not stated) do in these assays?
LDHA block: 7

How did CN1CCN(c2cccc3c2S(=O)(=O)N[C@@H](Cc2ccccc2)CO3)CC1 do in these assays?
LDHA block: -1

Results for COCCCNC(=O)CN(C)C(=O)c1cccc(C(F)(F)F)c1 ?
LDHA block: 5

What do the screens show for `COc1ccc(C2=C(c3ccccc3)OC(OC)c3cc(F)ccc32)cn1` (configuration not stated)?
LDHA block: -3

What do the screens show for `COc1ccccc1NC(=O)NOCc1ccccc1`?
LDHA block: 9

How did C#CCOc1ccc(C(C)=O)cc1-c1nnc2n1N=C(c1ccc(OC)c(O[C@@H]3CCOC3)c1)CS2 do in these assays?
LDHA block: 2

How did COc1ccc2oc(C(=O)Nc3ccccc3OC)cc(=O)c2c1 do in these assays?
LDHA block: 2

Results for COc1ccc(Cl)cc1NC(=O)/C(C#N)=C/c1coc2ccccc2c1=O ?
LDHA block: -1

How did Cc1ccc2[nH]cc(C=O)c2c1 do in these assays?
LDHA block: 1

How did COCCCNCc1ccc(SC)cc1 do in these assays?
LDHA block: -3

How did CN(C)CCNC(=O)CN1CCN(C(C(=O)O)c2c[nH]c3cc(Br)ccc23)CC1 (configuration not stated) do in these assays?
LDHA block: 4

Results for CCCCCCn1c(SCCC(C)C)nc2c1c(=O)[nH]c(=O)n2C ?
LDHA block: 4

How did NC(=O)c1c(NC(=O)CN2CCN(C(=O)C3CCCO3)CC2)sc2c1CCC2 (configuration not stated) do in these assays?
LDHA block: 4

Results for Cc1ccc(C(=O)NC(Nc2ccc(C)cc2C)C(Cl)(Cl)Cl)cc1 (configuration not stated) ?
LDHA block: 6

How did O=C(Nc1ccccc1)N1CCN(CCc2ccncc2)CC1 do in these assays?
LDHA block: -6

Results for O=C(CCc1nc(-c2ccccc2)no1)Nc1cccc(S(=O)(=O)NC2=NCCC2)c1 ?
LDHA block: -2
